High-throughput results: PubChem, Sanford-Burnham Center for Chemical Genomics
NLRP3 yeast inh: inhibitors of NALP3 inflammasome in yeast; AID 2825; 330,000 tested, 0.39% active; Yeast reconstituted NLRP3/ASC/caspase-1, beta-gal luminescence, 24 h; inhibition, % at 10 µM;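 active = inhibition of 50% or more; inactive = inhibition below 50%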;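 note: plate controls were induced DMSO wells for no effect and uninduced yeast grown without galactose for full effect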
mIAP block: mouse IAP inhibition; purified mouse IAP, CDP-Star luminescence, 30 min; inhibition, % at 10 µM; 330,000 tested, 0.2% active;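 active = inhibition of at least 40% at 10 µM in the primary screen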;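 note: plate controls were DMSO with enzyme for no effect and no enzyme wells for full effect; values of inactives mirror those of a sister screen read the other way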
tim10-1 inh: tim10-1 yeast growth inhibition. S. cerevisiae tim10-1 ts strain growth, BacTiter-Glo, 24 h. inhibition, % at 20 µM. 330,000 tested, 2.2% active. AID 463190;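 active = inhibition of at least 40%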;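 note: mutant grown at 25 °C; 0% = DMSO wells with yeast and 100% = wells holding no yeast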
hIAP inh: blocks human intestinal alkaline phosphatase | P09923 | purified IAP, CDP-Star luminescence, 30 min | inhibition, % at 10 µM | 330,000 tested, 0.12% active;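 active = inhibition reaching a set limit with compound at 10 µM in the primary screen, cut at about 35% in these data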;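 note: plate controls were DMSO wells with enzyme for no effect and no-enzyme buffer wells for full effect; values of inactives mirror those of a sister screen read the other way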
Target sequence (P09923 whole entry, looked up): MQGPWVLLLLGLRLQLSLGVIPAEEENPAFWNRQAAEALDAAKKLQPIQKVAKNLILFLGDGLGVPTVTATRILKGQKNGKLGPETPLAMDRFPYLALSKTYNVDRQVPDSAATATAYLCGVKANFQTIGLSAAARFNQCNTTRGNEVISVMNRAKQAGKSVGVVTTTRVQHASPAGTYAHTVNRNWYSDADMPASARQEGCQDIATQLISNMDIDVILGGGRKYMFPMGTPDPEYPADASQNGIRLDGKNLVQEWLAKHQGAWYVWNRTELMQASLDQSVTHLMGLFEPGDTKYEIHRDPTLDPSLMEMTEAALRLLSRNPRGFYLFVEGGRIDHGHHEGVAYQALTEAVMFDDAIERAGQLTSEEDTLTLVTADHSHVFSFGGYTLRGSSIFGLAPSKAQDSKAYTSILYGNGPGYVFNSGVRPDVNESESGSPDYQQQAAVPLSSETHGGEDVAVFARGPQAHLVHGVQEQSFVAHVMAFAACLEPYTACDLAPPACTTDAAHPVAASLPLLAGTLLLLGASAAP
ATG4B inhibitor: ATG4B (human) cysteine protease inhibition; inhibition, % at 8.33 µM; 340,000 tested, 0.51% active; ATG4B cleavage of LC3-PLA2, NBD-HPC fluorescence, 1 h; AID 504462; in the data active = inhibition above about 40%
Target sequence (Q9Y4P1 whole entry, looked up): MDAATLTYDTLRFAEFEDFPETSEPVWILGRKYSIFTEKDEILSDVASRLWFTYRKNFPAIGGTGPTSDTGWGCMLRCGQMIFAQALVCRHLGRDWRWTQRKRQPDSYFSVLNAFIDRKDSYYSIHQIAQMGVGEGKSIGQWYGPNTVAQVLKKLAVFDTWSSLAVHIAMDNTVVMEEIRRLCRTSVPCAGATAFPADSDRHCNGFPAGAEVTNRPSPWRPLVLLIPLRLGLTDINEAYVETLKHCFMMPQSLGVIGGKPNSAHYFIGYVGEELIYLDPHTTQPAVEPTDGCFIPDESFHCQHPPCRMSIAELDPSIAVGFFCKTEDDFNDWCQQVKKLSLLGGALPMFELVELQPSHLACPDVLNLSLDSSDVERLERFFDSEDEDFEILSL
TIM10 inh: inhibits growth of TIM10 yeast strain; inhibition, % at 10 µM; S. cerevisiae TIM10 strain growth, BacTiter-Glo luminescence, 24 h; 330,000 tested, 1.4% active;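 active = inhibition of 40% or more at the single tested concentration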;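 note: wild-type TIM10 isogenic control strain grown at permissive 25 °C; 0% = DMSO yeast wells and 100% = minimal medium wells without yeast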
hIAP act: human IAP activation | activation factor at 10 µM | P09923 | AID 2524 | 330,000 tested, 0.16% active | purified human IAP, CDP-Star luminescence, 30 min; active compounds read high; 1 = vehicle-only enzyme, 0 = enzyme-free background;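 active = activation factor of the enzyme at least 2-fold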; note: the source names both 10 and 20 µM as test concentration; values of inactives mirror those of a sister screen read the other way
Apaf-1 inh: blocks human Apaf-1 apoptosome activity. reconstituted apoptosome caspase-3 activity, DEVD-Rh110 fluorescence. inhibition, % at 20 µM. 330,000 tested, 0.71% active. AID 489030; active = inhibition of at least 40% at 20 µM;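 note: plate controls were DMSO wells for no effect and DEVD-CHO caspase inhibitor wells for full effect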
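Material: reconstituted apoptosome with Apaf-1, cytochrome c, caspase-9, procaspase-3, dATP; medium: pH 7.5 Hepes buffer with CHAPS, BSA, DTT; also added: cytochrome c and DEVD-Rh110 substrate; timing: 30 min plus 50 min, RT; signal: Rh110 fluorescence intensity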
mIAP activ: mouse IAP activation; activation factor at 10 µM; 330,000 tested, 0.24% active; muIAP, CDP-Star luminescence, 30 min; active compounds read high; 1 = vehicle-only enzyme signal, 0 = enzyme-free wells;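 active = activation factor of at least 2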; note: the source names both 10 and 20 µM as test concentration; values of inactives mirror those of a sister screen read the other way
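Assay system: mouse IAP enzyme; Reagent: CDP-Star chemiluminescent phosphatase substrate; Compound: DMSO-dissolved test compounds; Incubation: 30 min, room temperature; Technique: luminescence from enzymatic CDP-Star hydrolysis; Controls: DMSO-only wells and no-enzyme negative control.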
* = called active by the depositor. Rows are unselected; any-hit rate near 4.5%.

`CCN1C(=O)[C@@H]2[C@@H](c3ccc(-c4ccc(C(C)=O)cc4)c(OC)c3)N3CCCC[C@@]3(C(=O)OC)[C@@H]2C1=O` gave NLRP3 yeast inh 0, mIAP block -2, tim10-1 inh 3, hIAP inh 5, ATG4B inhibitor -16, TIM10 inh 11, hIAP act 0.95, Apaf-1 inh 21 and mIAP activ 1.
`COc1cc(C(=O)NCc2ccc3c(c2)cc(C)n3C)cc(OC)c1OC` gave NLRP3 yeast inh 22, mIAP block 6, tim10-1 inh 3, hIAP inh 6, ATG4B inhibitor -12, TIM10 inh 2, hIAP act 0.94, Apaf-1 inh -3 and mIAP activ 0.94.
Screening CC(=O)N(C)c1ccc(NS(=O)(=O)Cc2ccccc2)cc1 returned NLRP3 yeast inh 13, mIAP block -8, tim10-1 inh 7, hIAP inh 12, ATG4B inhibitor -4, TIM10 inh -7, hIAP act 0.88, Apaf-1 inh -2 and mIAP activ 1.1.
Screening CS(=O)(=O)c1cccc(C(=O)OCC(=O)c2ccc3c(c2)OCCO3)c1 returned NLRP3 yeast inh 14, mIAP block -1, tim10-1 inh 6, hIAP inh -19, ATG4B inhibitor -5, TIM10 inh -3, hIAP act 1.2, Apaf-1 inh -18 and mIAP activ 1.
`COC1=C(OC)c2ccccc2C(C(=O)O)N/C1=C(/C)Nc1ccncc1` (centres undefined) gave NLRP3 yeast inh 9, mIAP block 2, tim10-1 inh 9, hIAP inh -4, ATG4B inhibitor 2, TIM10 inh -8, hIAP act 1, Apaf-1 inh 4 and mIAP activ 0.98.
O=C(CCCc1ccccc1)N1CCN(C2CCCCC2)CC1 was read as NLRP3 yeast inh 11, mIAP block 6, tim10-1 inh 1, hIAP inh -4, ATG4B inhibitor 1, TIM10 inh 1, hIAP act 1, Apaf-1 inh 6 and mIAP activ 0.94.
`COc1ccc(/C(N)=N/OC(=O)Cc2ccccc2OC)cc1` gave NLRP3 yeast inh 16, mIAP block 6, tim10-1 inh 49*, hIAP inh -6, ATG4B inhibitor -6, TIM10 inh 23, hIAP act 1.1, Apaf-1 inh 9 and mIAP activ 0.94.
`O=c1cc(-c2ccccc2Cl)oc2c(NS(=O)(=O)c3cccs3)ccc(O)c12` gave NLRP3 yeast inh 12, mIAP block 2, tim10-1 inh 25, hIAP inh 0, ATG4B inhibitor 57*, TIM10 inh 3, hIAP act 1, Apaf-1 inh 8 and mIAP activ 0.98.
Cn1c(=O)c2c(nc(SCc3ccc(C(=O)O)cc3)n2C)n(C)c1=O was read as NLRP3 yeast inh -2, mIAP block 0, tim10-1 inh -5, hIAP inh 3, ATG4B inhibitor -3, TIM10 inh 1, hIAP act 0.97, Apaf-1 inh 0 and mIAP activ 1.
For CCOc1ccc(NC(=S)N2CCN(S(=O)(=O)c3ccc(C)cc3)CC2)cc1 the results were NLRP3 yeast inh -1, mIAP block 3, tim10-1 inh 26, hIAP inh -18, ATG4B inhibitor 4, TIM10 inh 11, hIAP act 1.2, Apaf-1 inh 19 and mIAP activ 0.97.
For N#Cc1nc(-c2ccccc2)oc1NCCN1CCCCC1 the results were NLRP3 yeast inh 4, mIAP block -1, tim10-1 inh 8, hIAP inh 14, ATG4B inhibitor -18, TIM10 inh 2, hIAP act 0.86, Apaf-1 inh 4 and mIAP activ 1.
Screening COc1ccccc1NS(=O)(=O)c1ccc2oc(=S)[nH]c2c1 returned NLRP3 yeast inh 7, mIAP block -6, tim10-1 inh 1, hIAP inh 0, ATG4B inhibitor 4, TIM10 inh 8, hIAP act 1, Apaf-1 inh 4 and mIAP activ 1.1.
Cn1ncc(Br)c1NC(=O)c1ccco1 was read as NLRP3 yeast inh 8, mIAP block -4, tim10-1 inh -6, hIAP inh -5, ATG4B inhibitor -9, TIM10 inh -9, hIAP act 1.1, Apaf-1 inh 10 and mIAP activ 1.
`COc1ccc(CC(NC(C)=O)C(=O)NC2CCN(C(=O)c3cc(OC)c(OC)c(OC)c3)CC2)cc1` (centres undefined) gave NLRP3 yeast inh -13, mIAP block -5, tim10-1 inh 4, hIAP inh 0, ATG4B inhibitor -10, TIM10 inh 9, hIAP act 1, Apaf-1 inh -11 and mIAP activ 1.1.
Brc1cccc(-c2nc(-c3ccncc3)no2)c1 was read as NLRP3 yeast inh -21, mIAP block -5, tim10-1 inh 1, hIAP inh 1, ATG4B inhibitor -7, TIM10 inh -30, hIAP act 0.99, Apaf-1 inh 12 and mIAP activ 1.1.
Screening O=C(c1ccc(C(F)(F)F)cc1)C1CCCN(C(=O)c2csnn2)C1 (centres undefined) returned NLRP3 yeast inh -24, mIAP block -9, tim10-1 inh -8, hIAP inh -10, ATG4B inhibitor 10, TIM10 inh -11, hIAP act 1.1, Apaf-1 inh 1 and mIAP activ 1.1.
Screening CCOC(=O)c1cc(-c2ccccc2)n(CC(=O)NC(C)(C)C)c1C returned NLRP3 yeast inh 8, mIAP block -8, tim10-1 inh 28, hIAP inh -1, ATG4B inhibitor -5, TIM10 inh 34, hIAP act 1, Apaf-1 inh -11 and mIAP activ 1.1.
CC(C)CCNC(=O)CN(C(=O)Cn1nnc(-c2ccc(F)cc2)n1)C1CCCC1 was read as NLRP3 yeast inh 5, mIAP block -6, tim10-1 inh 22, hIAP inh -11, ATG4B inhibitor -7, TIM10 inh -1, hIAP act 1.1, Apaf-1 inh 6 and mIAP activ 1.1.
For Cc1ccc(N=C(NO)c2cnccc2C(F)(F)F)c(C)c1 the results were NLRP3 yeast inh 9, mIAP block -2, tim10-1 inh 17, hIAP inh 22, ATG4B inhibitor 6, TIM10 inh 13, hIAP act 0.79, Apaf-1 inh -3 and mIAP activ 1.
`O=c1cc(CN2CCN(c3ccccc3)CC2)nc2scc(-c3ccccc3)n12` gave NLRP3 yeast inh 8, mIAP block 2, tim10-1 inh 7, hIAP inh 0, ATG4B inhibitor 1, TIM10 inh 12, hIAP act 1, Apaf-1 inh 13 and mIAP activ 0.98.
CCOc1ccc(-c2nc(CCl)cs2)cc1OC was read as NLRP3 yeast inh 21, mIAP block 10, tim10-1 inh 15, hIAP inh -5, ATG4B inhibitor 6, TIM10 inh 18, hIAP act 1.1, Apaf-1 inh 3 and mIAP activ 0.9.
`Cc1ccc2[nH]c(=O)c(-c3nc4ccccn4c3NCc3ccco3)cc2c1` gave NLRP3 yeast inh 14, mIAP block 1, tim10-1 inh 28, hIAP inh -3, ATG4B inhibitor 8, TIM10 inh 12, hIAP act 1, Apaf-1 inh 1 and mIAP activ 0.99.
C/C(=N\NC(=O)C1CC1)c1ccc(Cl)c(Cl)c1 was read as NLRP3 yeast inh -3, mIAP block 2, tim10-1 inh 6, hIAP inh -28, ATG4B inhibitor 1, TIM10 inh -4, hIAP act 1.3, Apaf-1 inh 12 and mIAP activ 0.97.
O=C(CSc1nnc(-c2ccco2)o1)NCCc1ccccc1 was read as NLRP3 yeast inh 31, mIAP block -1, tim10-1 inh 17, hIAP inh 0, ATG4B inhibitor -5, TIM10 inh -1, hIAP act 1, Apaf-1 inh 13 and mIAP activ 1.
Screening S=c1[nH]c2cc3ccccc3cc2[nH]1 returned NLRP3 yeast inh 8, mIAP block -12, tim10-1 inh -11, hIAP inh -10, ATG4B inhibitor 5, TIM10 inh -1, hIAP act 1.1, Apaf-1 inh -9 and mIAP activ 1.1.
`Nc1nc(SCC(=O)Nc2cc(S(=O)(=O)N3CCOCC3)ccc2Cl)n[nH]1` gave NLRP3 yeast inh 5, mIAP block 10, tim10-1 inh 5, hIAP inh -4, ATG4B inhibitor 1, TIM10 inh -3, hIAP act 1, Apaf-1 inh -5 and mIAP activ 0.9.
Screening O=c1[nH]c2ccccc2cc1-c1nnn(-c2ccccc2)n1 returned NLRP3 yeast inh 8, mIAP block -10, tim10-1 inh -18, hIAP inh 10, ATG4B inhibitor -15, TIM10 inh 15, hIAP act 0.9, Apaf-1 inh -5 and mIAP activ 1.1.
`N#CCC(=N)N1CCN(c2ccccc2)CC1` gave NLRP3 yeast inh 17, mIAP block -5, tim10-1 inh 9, hIAP inh -10, ATG4B inhibitor 4, TIM10 inh 6, hIAP act 1.1, Apaf-1 inh 8 and mIAP activ 1.
`Cc1ccc(S(=O)(=O)NC(CC(=O)N2CCc3ccccc32)c2ccco2)cc1` (centres undefined) gave NLRP3 yeast inh 19, mIAP block -11, tim10-1 inh 25, hIAP inh -10, ATG4B inhibitor -5, TIM10 inh -19, hIAP act 1.1, Apaf-1 inh 1 and mIAP activ 1.1.
`S=c1nc(SCc2ccccc2)[nH]c2ccccc12` gave NLRP3 yeast inh 19, mIAP block 3, tim10-1 inh 36, hIAP inh -2, ATG4B inhibitor 6, TIM10 inh 49*, hIAP act 1, Apaf-1 inh 4 and mIAP activ 0.97.
CCCCCC(=O)NC(=S)Nc1ccc(Br)cc1C was read as NLRP3 yeast inh 6, mIAP block 0, tim10-1 inh 19, hIAP inh -4, ATG4B inhibitor -3, TIM10 inh 4, hIAP act 1, Apaf-1 inh 11 and mIAP activ 1.
`CC1=CC(=C(C#N)C#N)C=C(C)N1Cc1ccccc1` gave NLRP3 yeast inh 3, mIAP block -2, tim10-1 inh 12, hIAP inh -3, ATG4B inhibitor -6, TIM10 inh 2, hIAP act 1, Apaf-1 inh 6 and mIAP activ 1.
For Cn1ncc(Cl)c1C(=O)N1CCN(S(=O)(=O)c2cccs2)CC1 the results were NLRP3 yeast inh -12, mIAP block 3, tim10-1 inh 26, hIAP inh 9, ATG4B inhibitor -4, TIM10 inh 10, hIAP act 0.91, Apaf-1 inh 5 and mIAP activ 0.97.
Screening CC(=O)Nc1c(C)ccc(S(N)(=O)=O)c1C returned NLRP3 yeast inh 25, mIAP block -10, tim10-1 inh 0, hIAP inh -16, ATG4B inhibitor 3, TIM10 inh -5, hIAP act 1.2, Apaf-1 inh 4 and mIAP activ 1.1.

Among those listed so far, these contain a Cl atom:
`O=c1cc(-c2ccccc2Cl)oc2c(NS(=O)(=O)c3cccs3)ccc(O)c12` gave NLRP3 yeast inh 12, mIAP block 2, tim10-1 inh 25, hIAP inh 0, ATG4B inhibitor 57*, TIM10 inh 3, hIAP act 1, Apaf-1 inh 8 and mIAP activ 0.98.
CCOc1ccc(-c2nc(CCl)cs2)cc1OC was read as NLRP3 yeast inh 21, mIAP block 10, tim10-1 inh 15, hIAP inh -5, ATG4B inhibitor 6, TIM10 inh 18, hIAP act 1.1, Apaf-1 inh 3 and mIAP activ 0.9.
C/C(=N\NC(=O)C1CC1)c1ccc(Cl)c(Cl)c1 was read as NLRP3 yeast inh -3, mIAP block 2, tim10-1 inh 6, hIAP inh -28, ATG4B inhibitor 1, TIM10 inh -4, hIAP act 1.3, Apaf-1 inh 12 and mIAP activ 0.97.
`Nc1nc(SCC(=O)Nc2cc(S(=O)(=O)N3CCOCC3)ccc2Cl)n[nH]1` gave NLRP3 yeast inh 5, mIAP block 10, tim10-1 inh 5, hIAP inh -4, ATG4B inhibitor 1, TIM10 inh -3, hIAP act 1, Apaf-1 inh -5 and mIAP activ 0.9.
For Cn1ncc(Cl)c1C(=O)N1CCN(S(=O)(=O)c2cccs2)CC1 the results were NLRP3 yeast inh -12, mIAP block 3, tim10-1 inh 26, hIAP inh 9, ATG4B inhibitor -4, TIM10 inh 10, hIAP act 0.91, Apaf-1 inh 5 and mIAP activ 0.97.
